Screening results from PubChem BioAssay.
H1N1 NS1A inhibition: NS1A inhibition, H1N1 influenza, cell based functional assay (AID 504329); one-dose inhibition, % at 12.5 µM; IC50 in µM for titrated hits; NS1A functional cell-based assay, percent inhibition; higher % means a stronger effect; 340,000 compounds, 0.3% hits; in the data active = a potency from the dose series; inconclusive = inhibition above about 27% without an active follow-up result; note: strong numbers were not always called active
tuberculosis growth: growth inhibition of non-replicating M. tuberculosis (AID 488890); 320,000 compounds, 0.39% hits; inhibition, % at 25 µM, or IC50 in µM where a hit was titrated; Mycobacterium tuberculosis non-replicating, growth inhibition; higher % means a stronger effect; in the data active = a potency from the dose series; inconclusive = inhibition mostly from about 82% at the one dose, without a potency; inactive = the rest, 99 in 100 with inhibition below about 76%;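 note: plate controls were DMSO cells for no effect and high antibiotic wells for full effect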
Salmonella PhoP GFP: Inhibition of PhoP regulon, Salmonella typhi GFP reporter cells, confirmation, 4 h (AID 1850) | 310,000 compounds, 0.33% hits | Salmonella Typhi PhoP-promoter GFP reporter, fluorescence, 4 h; higher % means a stronger effect | inhibition, % at 50 µM; hits with a dose series show IC50 in µM; in the data active = a potency from the dose series; inconclusive = inhibition mostly from about 25% at the one dose, without a potency; inactive = the rest, 99 in 100 with inhibition below about 19%;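 note: 0% = induced wells with vehicle and 100% = uninduced wells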
VEEV TC-83 Vero: inhibitors of VEEV TC-83 cytopathic effect, confirmation, Vero cells (AID 588727); Vero cells, VEEV TC-83 cytopathic effect inhibition; higher % means a stronger effect; inhibition, % at 20 µM; hits with a dose series show IC50 in µM; 350,000 compounds, 0.13% hits; in the data active = a potency from the dose series; inconclusive = inhibition mostly from about 14% at the one dose, without a potency; inactive = the rest, 99 in 100 with inhibition below about 12%; note: strong numbers were not always called active
M. tuberculosis HTS: M. tuberculosis growth inhibition, HTS (AID 449762) | M. tuberculosis H37Rv growth inhibition, 7H9 media; higher % means a stronger effect | one-dose inhibition, % at 25 µM; IC50 in µM for titrated hits | 330,000 compounds, 0.59% hits; in the data active = a potency from the dose series; inconclusive = inhibition above about 70% without an active follow-up result;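 note: bacterial growth assessed after seven days of incubation; strong numbers were not always called active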
VEEV TC-83 Vero 10K pilot screen: second read-out of VEEV TC-83 Vero, no call of its own (marks repeat the call); inhibition, %; measured here: 10K pilot screen inhibition
* marks the source's active call; other numbers are inactive results; i = inactive; ? = inconclusive; . = not tested or not shown. An unsorted share of the library; overall some 1.5% were active at least once.

SMILES	H1N1 NS1A inhibition	tuberculosis growth	Salmonella PhoP GFP	VEEV TC-83 Vero	M. tuberculosis HTS	others
Cc1cccc(NC(=O)c2cccc(OC(=S)N3CCOCC3)c2)c1C	16%	-1%	-2%	2.8%	5%
COc1ccc(N2CCN(CCNC(=O)Nc3ccc([N+](=O)[O-])cc3OC)CC2)cc1	>100µM*	13%	18%	0.8%	6%
Cc1c(C#N)c(N)nc2c3c(sc12)NC(=O)CC3c1ccc(Cl)cc1 (stereo not drawn)	-5%	7%	-3%	9.2%	0%
O=C(Nc1ccc(Br)cc1)c1nn(C23CC4CC(CC(C4)C2)C3)cc1Br	-6%	-8%	3%	0.9%	-6%
COc1ccc2cc3c(N)nn(C(=O)C4CCC(C(C)(C)C)CC4)c3nc2c1 (stereo not drawn)	0%	.	11%	6.2%	-2%
COc1ccccc1CN1CC(C(=O)NCCSc2nnnn2C)CCC1=O (stereo not drawn)	-11%	-12%	-9%	2.6%	0%
O=S(=O)(Nc1ccc(-c2nc3cccnc3s2)cc1)c1ccccc1F	13%	-5%	8%	7.7%	-4%
CC1CCN(CCCOc2ccc(OCc3ccccc3)cc2)CC1	17%	54%	3%	i	5%
Cc1ccc(C(=O)N2CCc3ccccc32)o1	-2%	12%	-3%	i	-12%
CCCCC1=CC2=C(c3ccco3)C(=O)C(C)(OC(=O)c3ccc(OC)cc3)C(=O)C2=CN1CCOC (stereo not drawn)	8%	71%	5%	4.4%	2%
COc1ccc(-c2cc(C(F)(F)F)nc(-n3cc(Br)cn3)n2)cc1	7%	0%	-1%	1.9%	7%
Cc1ccc(Nc2c([N+](=O)[O-])c(=O)oc3ccccc23)cc1	11%	20%	8%	1.8%	26%
CS(=O)(=O)Nc1ccccc1Oc1ccccc1	-22%	-2%	-2%	0.3%	-1%
CCOc1cc(C2C3=C(CCCC3=O)N(C)C3=C2C(=O)CCC3)cc(Cl)c1O	-4%	-2%	-4%	i	-4%
COc1cccc(CNC(=O)Cn2c(=O)c3cccn3c3ccccc32)c1	-3%	8%	-1%	0.6%	8%
Cc1ccc(C)c(OCC(=O)NNC(=O)C2CCC2)c1	1%	16%	.	1.6%	-4%
CC1(C2CC2)NC(=O)N(CC(=O)N2CCN(c3cccc(C(F)(F)F)c3)CC2)C1=O (stereo not drawn)	2%	13%	.	0.2%	-5%
Cn1nc(C(=O)NCCOc2ccccc2)c2ccccc2c1=O	-3%	-1%	4%	0.2%	5%
COc1ccc(NC(=O)C2=C(C)NC(=S)NC2c2ccc(O)c(OC)c2)cc1 (stereo not drawn)	-7%	-4%	0%	1.2%	-5%
CCN(Cc1ccncc1)C(=O)c1cccs1	1%	5%	9%	i	-3%	VEEV TC-83 Vero 10K pilot screen=0.9
C/C(Cl)=C\Cn1c(N2CCCC2)nc2c1c(=O)[nH]c(=O)n2C	21%	-10%	-5%	i	-3%
CCOc1ccccc1-n1c(SCC(N)=O)nnc1-c1ccco1	-8%	8%	-5%	1.1%	-4%
CCOc1ccc(C(=O)Cc2cc(OC)c(OC)cc2[N+](=O)[O-])cc1	4%	-4%	-1%	1.6%	-6%
Cc1c(OC(C)C(=O)NCCCN2CCOCC2)ccc2c3c(c(=O)oc12)CCCC3 (stereo not drawn)	-2%	8%	-4%	2.7%	2%
COc1ccc(S(=O)(=O)N2CCCCCC2)cc1NC(=O)c1ccccc1S(C)(=O)=O	-15%	28%	.	0.6%	0%
SMILES	H1N1 NS1A inhibition	tuberculosis growth	Salmonella PhoP GFP	VEEV TC-83 Vero	M. tuberculosis HTS	others
Cc1cc(Sc2nc(NC(C)(C)C)nc(N3CCOCC3)n2)nc(Cl)n1	-6%	1%	-3%	1.3%	-2%
COc1ccccc1CCc1nnc(CCC(=O)NC(C)Cc2cccnc2)o1 (stereo not drawn)	-3%	17%	4%	0.2%	-1%
O=C(CSc1nc(C2CCCCC2)n(-c2ccccc2)n1)NCCN1C(=O)CSC1=O	-4%	-3%	-7%	i	-7%
CC(C)(C)C(=O)CN1C(=O)NC2(CCOc3ccccc32)C1=O (stereo not drawn)	-1%	9%	-2%	i	-3%
CCOC(=O)c1ccc(-c2c(C)cc3oc(=O)cc(-c4ccccc4)c3c2C)cc1	-29%	.	.	1.8%	.
O=C(O)c1oc2ccccc2c1CN1CCN(c2ccccc2)CC1	9%	-10%	-1%	0.3%	-8%
O=C(Cc1ccccc1)NC(=S)Nc1ccc2oc(-c3ccccc3F)nc2c1	-1%	32%	-4%	7.1%	1%
Cc1ccc(S(=O)(=O)Cn2nnnc2C(C)N2CCN(C(=O)c3ccco3)CC2)cc1 (stereo not drawn)	4%	8%	-3%	i	-4%
COc1ccc2[nH]c(C(=O)N3CCN(Cc4ccccc4)CC3)cc2c1OC	-5%	-6%	-12%	i	6%
COCc1nnc(NC(=O)CC(C)C)s1	-4%	0%	-8%	0.7%	-6%
NC(=O)C(CC(=O)O)NC(=O)[C@@H]1CCOc2c(I)cc([N+](=O)[O-])cc2C(=O)N[C@@H](CO)C(=O)N[C@@H](Cc2ccc(O)cc2)C(=O)N1 (stereo partly drawn)	.	-1%	4%	.	0%
O=C(NCc1ccccc1)C(c1ccco1)N(C(=O)c1cnccn1)c1ccc(F)cc1 (stereo not drawn)	-6%	6%	-2%	5.7%	0%
CC(=O)Oc1c(C)cc(O)c2ccccc12	.	-5%	-7%	.	0%
CC(C)CN1CCC(=O)N([C@H](COc2ccccc2)c2ccccc2)CC1	-9%	3%	11%	i	1%
Cc1nc(C)c(CC(=O)N/N=C/c2ccc(O)cc2)c(=O)[nH]1	-2%	-4%	0%	0.2%	-2%
Cc1ccc(Cn2nnc3c(=O)[nH]c(C4CCN(C(=O)Cc5cccs5)CC4)nc32)cc1	-9%	38%	2%	i	6%
COC(=O)C(NC(=O)c1ccco1)(Nc1ccc(Br)cn1)C(F)(F)F (stereo not drawn)	-19%	-1%	-10%	9.5%	-2%
CC(=O)c1ccc(NC(=O)[C@@H]2CCCN2C2=NS(=O)(=O)c3ccccc32)cc1	2%	-26%	.	1.9%	-1%
Cc1ccccc1CSc1nc2n(n1)C(c1cccs1)C1=C(CCCC1=O)N2 (stereo not drawn)	-4%	29%	8%	5.3%	-9%
N#C/C(=C/c1cn(-c2ccccc2)nc1-c1cccc(S(=O)(=O)N2CCOCC2)c1)C(=O)NCc1ccco1	6%	-15%	-7%	1.7%	2%
CCCN1CCN(CCCNC(=O)c2ccc3nc(N4CCC(C)CC4)sc3c2)CC1	7%	.	16%	i	2%
CCOCCCNC(=O)c1cn(C)c2ccc(S(=O)(=O)N3CCCCC3)cc2c1=O	3%	-8%	3%	4.9%	-18%
COc1cc(C2/C(=C(/O)c3ccc(F)cc3)C(=O)C(=O)N2CCCC(=O)O)ccc1O (stereo not drawn)	-2%	6%	-8%	0.1%	?
CCC(=O)Nc1cccc(-c2nc3ccccc3o2)c1	5%	0%	-3%	i	8%
CCS(=O)(=O)C1=NN2C(=N)/C(=C\c3ccc(SCc4ccco4)o3)C(=O)N=C2S1	-3%	.	.	0.8%	.
SMILES	H1N1 NS1A inhibition	tuberculosis growth	Salmonella PhoP GFP	VEEV TC-83 Vero	M. tuberculosis HTS	others
COc1ccc2c(c1)CC(N1CCN(C)CC1)c1cc(OC)ccc1S2 (stereo not drawn)	10%	52%	21%	5.5%	10%
CN(Cc1ccccc1F)C(=O)CNC(=O)Cc1cccc2ccccc12	-8%	9%	-11%	3.4%	-3%
c1ccc(-c2cnnn2-c2ccccc2)cc1	0%	1%	-7%	i	1%
Cc1ccc(S(=O)(=O)N2[C@@H](c3ccccc3)C(C(=O)O)=CC[C@H]2c2cccc(C)c2)cc1	-9%	14%	-2%	0.1%	2%
CC(C)N(Cc1nc(-c2ccccc2)no1)C(=O)c1ccc(Cl)cc1	22%	23%	-4%	0.9%	9%	VEEV TC-83 Vero 10K pilot screen=0.0
Cc1cc(C)c(S(=O)(=O)NCc2ccccn2)c(C)c1	2%	-4%	-10%	0.2%	3%
Cc1ccc2c(c1)C(=C(C#N)C#N)CCN2	-3%	.	.	7.4%	.
Cc1cc(C)cc(OCC(O)CN2CCN(Cc3ccc4c(c3)OCO4)CC2)c1 (stereo not drawn)	5%	6%	5%	i	1%
CCC1=NN2C(=N)/C(=C\c3ccc(OCCOc4ccc(NC(C)=O)cc4)cc3)C(=O)N=C2S1	-8%	1%	-8%	1.0%	2%
COc1cccc2c1nc(C)c1cc(C)oc12	-14%	?	-19%	0.1%	?
COc1cc([N+](=O)[O-])ccc1NC(=O)CSc1n[nH]c(C(C)C)n1	6%	14%	8%	0.6%	6%
Oc1ccc(-c2c(-c3ccsc3)sc3ccccc23)cc1	2%	16%	-24%	2.7%	28%
COc1cc(OC)c(OC)cc1/C=N/Nc1ccc(Cl)nn1	-1%	-10%	2%	1.1%	4%
COc1ccc(/C=C/C(=O)C2CC2)cc1Cn1nc(C)c([N+](=O)[O-])c1C	-1%	31%	-9%	?	1%
O=C(CCN1CCOCC1)N1CCc2c([nH]c3ccccc23)C1c1cccc(Cl)c1 (stereo not drawn)	1%	9%	-12%	1.3%	7%
O=C(CSCc1cccc(Br)c1)N=Nc1c(O)[nH]c2ccccc12	6%	16%	-5%	7.0%	-5%
Cc1oc(-c2ccc(Cl)cc2)nc1CN1CCCN(C(=O)c2ccco2)CC1	-5%	29%	-3%	1.7%	17%
Cn1c(CNC(=O)c2cccs2)nnc1SCC(=O)Nc1ccccc1	-2%	-11%	-16%	0.8%	-4%
COc1cc(/C=N/NC(=O)C(N)=O)ccc1OCC(=O)N1C(C)CCCC1C (stereo not drawn)	-5%	9%	2%	i	3%
O=C(/C=C/c1ccc(Cl)c([N+](=O)[O-])c1)Nc1cccnc1	2%	17%	11%	4.3%	-9%	VEEV TC-83 Vero 10K pilot screen=1.5
Cc1ccc(OCCNC(=O)/C=C/c2ccc([N+](=O)[O-])cc2)cc1C	-7%	3%	0%	3.3%	-1%
COc1ccc(CNC(=O)CCCn2nc(C)n3c(cc4sccc43)c2=O)cc1	-1%	11%	2%	1.7%	5%
COc1ccccc1/C=C/C(=O)OCCCN(C)C	-4%	-14%	-3%	1.2%	8%
NC(=O)CCC(NC(=S)Nc1ccccc1)C(=O)O (stereo not drawn)	-7%	11%	8%	0.4%	-2%
CCCNC(=O)c1ccc(COc2ccc(Cl)cc2)o1	-6%	66%	-2%	0.7%	2%

Quoted at random: seven records from the list, in no set order.
SMILES	H1N1 NS1A inhibition	tuberculosis growth	Salmonella PhoP GFP	VEEV TC-83 Vero	M. tuberculosis HTS	others
Cc1cc(C)cc(OCC(O)CN2CCN(Cc3ccc4c(c3)OCO4)CC2)c1 (stereo not drawn)	5%	6%	5%	i	1%
COc1ccc(CNC(=O)CCCn2nc(C)n3c(cc4sccc43)c2=O)cc1	-1%	11%	2%	1.7%	5%
Cc1ccc(OCCNC(=O)/C=C/c2ccc([N+](=O)[O-])cc2)cc1C	-7%	3%	0%	3.3%	-1%
COc1cc(OC)c(OC)cc1/C=N/Nc1ccc(Cl)nn1	-1%	-10%	2%	1.1%	4%
Cc1ccc2c(c1)C(=C(C#N)C#N)CCN2	-3%	.	.	7.4%	.
CCC1=NN2C(=N)/C(=C\c3ccc(OCCOc4ccc(NC(C)=O)cc4)cc3)C(=O)N=C2S1	-8%	1%	-8%	1.0%	2%
O=C(CSCc1cccc(Br)c1)N=Nc1c(O)[nH]c2ccccc12	6%	16%	-5%	7.0%	-5%

Carrying on.
SMILES	H1N1 NS1A inhibition	tuberculosis growth	Salmonella PhoP GFP	VEEV TC-83 Vero	M. tuberculosis HTS	others
O=C(CN1C(=O)NC(c2ccccc2)(c2ccccc2)C1=O)NCc1ccc(F)cc1	-15%	38%	.	3.5%	-13%
COc1ccc(Cc2cnc(N)s2)cc1	0%	26%	2%	3.5%	?
COc1cc(/C=N/NC(N)=O)cc(Br)c1OCc1ccc(C)cc1	3%	10%	1%	5.4%	1%
Nc1cc(=O)[nH]c(SCc2ccc(Cl)cc2)n1	12%	16%	2%	6.6%	11%
O=C(O)CCC(=O)N1CCc2c([nH]c3ccccc23)C1C(F)(F)F (stereo not drawn)	-24%	-10%	-2%	0.2%	-6%
Cc1cc(C)nc(SC2CCCCC2O)n1 (stereo not drawn)	-2%	10%	-5%	i	1%
CCOC(=O)c1[nH]c2cc3c(cc2c1NC(=O)CN1CCC(C)CC1)OCO3	4%	18%	-5%	2.4%	1%
COCCCNC(=O)C[C@H]1C[C@H](C(=O)N2CCCCC2)[C@@]2(C)c3[nH]c4ccc(Cl)cc4c3CCN2C1=O	19%	.	.	i	.
COc1ccc([N+](=O)[O-])cc1-c1[nH]c(-c2ccc(C(=O)O)cc2)nc1-c1ccccc1	-2%	-1%	-6%	1.9%	6%
